FXN GAA850 act: FXN promoter activators, primary screen, cell-based, luciferase luminescence, HEK293 lucGAA850 | actives 0.56% (n = 360,000) | activation, % at 6 µM | HEK293 lucGAA850 FXN promoter luciferase reporter, 24 h; percent of 10 µM SAHA response | AID 540364, 2011;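 active = activation above the average of all compounds screened plus 3 SD, cutoff fixed separately per campaign, cut at about 7.5% in these data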;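 also: 0% = DMSO wells and 100% = 10 µM SAHA wells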
DAX1 inh-1: DAX1 (NR0B1) inhibitors, primary screen, cell-based, HEK293, Gal4-DAX1, luciferase luminescence | AID 504766, 2011 | actives 0.99% (n = 340,000) | inhibition, % at 6.75 µM | Nuclear receptor subfamily 0 group B member 1 (Homo sapiens), P51843 | HEK293 Gal4-DAX1 luciferase reporter;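 active = inhibition above the mean over all tested compounds plus 3 SD, cut at about 4.2% in these data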;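 also: 0% = DAX1-transfected cells with DMSO and 100% = empty-vector control cells with DMSO; inhibition shows as a rise in luminescence from relieved DAX1 repression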
Target sequence (P51843 207-470 limits assumed): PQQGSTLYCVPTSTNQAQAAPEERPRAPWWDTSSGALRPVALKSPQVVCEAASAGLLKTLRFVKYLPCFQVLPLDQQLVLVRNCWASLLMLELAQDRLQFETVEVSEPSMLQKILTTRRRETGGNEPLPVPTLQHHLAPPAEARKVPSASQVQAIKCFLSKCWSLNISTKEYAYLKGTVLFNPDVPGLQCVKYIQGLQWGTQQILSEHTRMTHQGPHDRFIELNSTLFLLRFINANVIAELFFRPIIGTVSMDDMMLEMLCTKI
hcDAF-12 act: H. contortus DAF-12 nuclear receptor activators, primary screen, cell-based, luminescence, HEK293, lit1-tk-luc reporter | AID 652067, 2013 | actives 1.4% (n = 370,000) | activation, % at 6.8 µM | HEK293 hcDAF-12 lit1-tk-luc reporter; 0% DMSO, 100% Δ7-dafachronic acid;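 active = activation above the mean of all tested compounds plus 3 SD, cut at about 5.5% in these data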;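 also: 100% = response to 3 µM Δ7-dafachronic acid high control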
DAX1 inh-2: DAX1 (NR0B1) inhibitors on StAR promoter, primary screen, cell-based, luminescence, SF-1 (NR5A1), full-length DAX-1; HEK293T StAR-luciferase reporter, SF-1/DAX-1 repression relief; inhibition, % at 6.8 µM; actives 1.1% (n = 370,000); AID 652010, 2013;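 active = inhibition above the mean over all tested compounds plus 3 SD, cut at about 3.6% in these data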;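 also: 0% = DAX-1 cells with DMSO and 100% = cells lacking DAX-1 with DMSO; higher inhibition means more luminescence from relief of DAX-1 repression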
ADAM10 inh: human ADAM10 inhibitors, primary screen, biochemical, QFRET, HTS | recombinant ADAM10, EDANS/DABCYL FRET peptide cleavage, 3 h | inhibition, % at 7 µM | actives 0.62% (n = 370,000) | AID 720582, 2013;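 active = inhibition above a per-campaign cutoff equal to the mean of compounds falling between control-based bounds plus 3 SD, cut at about 20% in these data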;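 also: 0% = DMSO wells while the 100% control is not disclosed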
HGIII-sPLA2 inh: human group III sPLA2 inhibitors, primary screen, biochemical, QFRET, BODIPY PC-A2 liposome substrate | inhibition, % at 12.2 µM | AID 743126, 2013 | Group 3 secretory phospholipase A2 (Homo sapiens), Q9NZ20 | actives 0.56% (n = 370,000) | QFRET BODIPY PC-A2 liposome hydrolysis, fluorescence;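 active = inhibition above mean plus 3 SD of compounds lying within the high and low control bounds, cut at about 19% in these data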;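 also: 0% = median of test compound wells and 100% = no enzyme DMSO wells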
ADAM17 inh: ADAM17 inhibitors, primary screen, biochemical, QFRET | recombinant ADAM17, EDANS/DABCYL FRET peptide cleavage | actives 0.83% (n = 370,000) | inhibition, % at 6.95 µM | AID 720648, 2013 | Disintegrin and metalloproteinase domain-containing protein 17 (Homo sapiens), P78536;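 active = inhibition above the mean of compounds lying between control limits plus 3 SD, set per campaign, cut at about 8.5% in these data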;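 also: 0% = DMSO-only wells as the low control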
Target sequence (P78536 215-824 limits assumed): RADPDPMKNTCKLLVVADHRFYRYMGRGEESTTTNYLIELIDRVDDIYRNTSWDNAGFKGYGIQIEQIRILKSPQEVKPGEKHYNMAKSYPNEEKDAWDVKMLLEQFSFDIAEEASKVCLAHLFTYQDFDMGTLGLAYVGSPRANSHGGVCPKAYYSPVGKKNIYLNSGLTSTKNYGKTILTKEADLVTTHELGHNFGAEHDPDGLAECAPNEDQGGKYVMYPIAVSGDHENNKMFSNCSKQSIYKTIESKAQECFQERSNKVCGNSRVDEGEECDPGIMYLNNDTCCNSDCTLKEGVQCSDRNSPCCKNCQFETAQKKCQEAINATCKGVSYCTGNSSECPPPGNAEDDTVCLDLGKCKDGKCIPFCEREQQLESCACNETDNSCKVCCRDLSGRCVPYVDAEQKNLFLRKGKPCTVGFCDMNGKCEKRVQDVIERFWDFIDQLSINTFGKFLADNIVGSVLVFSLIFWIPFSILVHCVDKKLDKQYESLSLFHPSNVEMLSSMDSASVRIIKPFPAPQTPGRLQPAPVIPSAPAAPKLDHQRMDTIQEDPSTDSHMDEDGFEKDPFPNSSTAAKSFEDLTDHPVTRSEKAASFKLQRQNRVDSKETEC
PLC-beta3 inh: human PLC-beta3 inhibitors, primary screen, biochemical, fluorescence | inhibition, % at 12.2 µM | Purified PLC-beta3, fluorogenic substrate | actives 0.18% (n = 370,000) | AID 720704, 2013; in the data active = inhibition above about 11%;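 also: 0% = median of compound wells on plate and 100% = full blocker control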
hgDAF-12 ag: H. glycines DAF-12 receptor agonists, primary screen, cell-based, luminescence, HEK293, GAL4 fusion, UAS-luciferase; Nuclear hormone receptor DAF-12 (Heterodera glycines), GAL4 fusion; HEK293 GAL4-hgDAF12 UAS-luciferase reporter, agonist luminescence; normalized to butyrate control; activation, % at 6.8 µM; actives 1.8% (n = 370,000);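 active = activation above a cutoff set at the mean of all screened compounds plus 3 SD, cut at about 10% in these data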;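 also: 0% = DMSO wells and 100% = sodium butyrate wells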
ssDAF12 agonist: S. stercoralis DAF-12 nuclear receptor activators, primary screen, cell-based, luminescence, HEK293, GRIP1 co-expression, lit1-tk-luc | Nuclear hormone receptor DAF-12 (Strongyloides stercoralis) | HEK293 ssDAF-12/GRIP1 lit1-tk-luc reporter; % of 3 µM dafachronic acid response | activation, % at 6.8 µM | actives 1% (n = 370,000);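 active = activation above the mean over all tested compounds plus 3 SD, cut at about 0.9% in these data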;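 also: 0% = DMSO-only wells and 100% = 3 µM delta7-dafachronic acid wells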
PLCg1 inh: PLC-gamma1 enzyme inhibitors, primary screen, biochemical, fluorescence, purified enzyme. 1-phosphatidylinositol 4,5-bisphosphate phosphodiesterase gamma-1 (Homo sapiens), P19174. fluorogenic substrate. inhibition, % at 12.2 µM. actives 0.84% (n = 370,000); in the data active = inhibition above about 9.5%
* hit, by the source's call; . = no result given.

SMILES	DAX1 inh-1	DAX1 inh-2	ADAM10 inh	PLC-beta3 inh	hcDAF-12 act	ssDAF12 agonist	ADAM17 inh	PLCg1 inh	HGIII-sPLA2 inh	FXN GAA850 act	hgDAF-12 ag
COc1ccc(OCCc2nnc(N)s2)cc1	-1.5	0.6	-6	0	0.5	-0.8	-4	-2	3	1.3	1.0
COCCCN(C(=O)Cc1ccc(S(=O)(=O)N2CCOCC2)s1)c1c(N)n(Cc2ccccc2)c(=O)[nH]c1=O	0.3	1.5	-50	-30	-0.3	-0.5	-12	-11	9	0.4	3.7
Cc1cc(C)c(C)c(S(=O)(=O)N2CCN(C(=O)c3cc(=O)[nH]c4ccccc34)CC2)c1C	-2.2	-2.7	-63	-26	-2.0	-1.9	-16	-18	-16	-5.1	-4.5
COc1ccc(OC)c(CCNC(=O)CCn2nc(C)c3c(C)n(-c4ccccc4)nc3c2=O)c1	0.4	-0.1	-2	-1	-0.9	-1.2	0	3	-2	1.0	-1.4
O=C(NCc1ccccc1)c1cnc(-c2ccccn2)nc1C(F)(F)F	0.6	0.8	-5	-2	-0.3	-0.8	-4	-2	5	1.3	-1.5
O=c1[nH]n(-c2ccccc2)c(=O)cc1Cl	-0.6	-0.7	4	5	0.5	-0.6	-1	1	-2	0.0	4.1
CC(=O)N1C(=O)NC(c2ccccc2)=C([N+](=O)[O-])C1c1ccccc1 (centres undefined)	1.2	0.0	2	-4	0.2	-1.4	-2	6	-2	-0.4	2.0
O=C(O)c1ccccc1SCc1ccc2c(c1)OCO2	-0.1	-0.5	10	4	-0.2	-0.6	4	4	2	-0.5	0.2
COc1ccc(NC(=O)CN(C)S(=O)(=O)c2ccc3c(c2)CCCN3C(C)=O)cc1	0.8	0.1	-3	-2	-1.9	-0.8	-1	3	1	-0.7	0.3
CCC(=O)Nc1nc2c(s1)COc1ccccc1-2	1.3	0.8	-10	-4	3.9	0.6	-2	-3	-1	1.3	2.6
COc1cc(C(=O)OCC(=O)c2ccc(S(=O)(=O)N3CCCCC3)cc2)cc(OC)c1OC	-1.4	0.1	1	-16	-0.2	-1.6	3	1	-12	-1.9	-1.0
O=C(N/C(=C/c1ccc(F)cc1)C(=O)N1CCOCC1)c1ccccc1	-0.3	0.4	10	0	-2.5	-1.1	0	9	9	-1.3	-1.5
CN1/C(=C\P(=O)(N(C)C)N(C)C)C(C)(C)c2ccccc21	-0.7	-2.5	-16	-4	-3.4	-2.5	-2	-6	-13	-2.2	-4.0
CC(=O)N1c2ccc(S(=O)(=O)NCC3CCC(C(=O)NC4CCCCC4)CC3)cc2CC1C (centres undefined)	-0.9	-0.5	0	-9	-2.0	-1.8	-5	-2	4	0.0	-0.9
O=C(Oc1ccc(C(=S)N2CCOCC2)cc1)c1cccc(Cl)c1	0.1	0.0	5	-8	0.5	-0.7	1	5	-3	0.8	0.8
COCc1cc(Sc2ccc(Cl)cc2)nc(-c2ccccc2)n1	-0.5	0.3	4	4	-1.9	-1.4	4	2	3	1.1	-1.1
CN(C)c1ccc(C(=O)N/N=C/c2cc(Br)cc(Br)c2O)cc1	.	0.1	-10	-31	-0.3	-0.8	-6	-24	19	-0.3	-1.6
COC(=O)C1=CN(c2ccc(N3CCOCC3)cc2)C(N)=C(C#N)C1c1cccc(OC)c1OC (centres undefined)	.	-0.8	-22	-19	0.3	-0.9	-8	-5	20*	.	-4.2
COc1ccc(N2C(=O)C3CCCN3C2c2ccc(C)o2)cc1Cl (centres undefined)	0.9	0.1	-4	-4	-1.2	-1.6	-4	-22	-3	2.5	0.2
C=CCN1C=C(C(C)=O)C(=O)CC1	-0.4	0.1	-3	2	0.3	-0.3	-2	3	2	-2.7	1.0
CCOC(=O)Cc1csc(NC(=O)Nc2ccc(OC(F)(F)F)cc2)n1	-1.5	-0.6	1	-6	-2.0	-1.7	-3	0	2	1.3	-4.5
CC(C)CNC(=O)CN(c1ccccc1)S(=O)(=O)c1ccccc1[N+](=O)[O-]	0.1	-0.3	9	-1	-1.0	-0.7	-2	2	2	1.6	0.5
CN(C)CCCNCCCCNC(=O)/C=N/O	0.9	1.1	-4	0	-1.3	-1.0	-3	-1	2	1.5	1.1
Cc1ccccc1-n1ncc2c1CC(C)(C)CC2NC(=O)CCC1=NNC(=O)CC1 (centres undefined)	1.1	0.3	1	-13	0.0	-0.8	-5	-1	7	-2.8	0.1
COCCNC(=O)C1Cc2cc(S(=O)(=O)N3CCCC3)ccc2N1C(C)=O (centres undefined)	0.2	-1.9	-8	-4	3.0	-1.1	-2	-2	6	-0.1	1.5
O=C1NC(NS(=O)(=O)c2ccc(Cl)cc2)(C(F)(F)F)C(=O)N1CCc1ccccc1 (centres undefined)	.	-0.1	4	-7	-1.4	-1.4	-5	-2	-21	.	-1.4
c1ccc(Nc2ccc(-n3ccnc3)nn2)cc1	1.3	0.5	-8	-9	1.1	-0.2	-1	0	1	1.4	3.9
CCCn1nnnc1SCC(=O)c1ccc(NC(C)=O)cc1	0.5	-0.7	-3	0	-0.4	-1.0	-4	-2	-20	-2.5	1.2
CCOC(=O)[C@@]12CCC3=C1N(CCC3)C(=O)[C@H](CC(=O)NCC13CC4CC(CC(C4)C1)C3)C2	.	-0.3	2	2	-1.5	-1.0	-5	0	-4	.	-3.0
CCOC(=O)C1C(=O)N(C(=O)c2cncc(Br)c2)CC1c1ccccc1 (centres undefined)	1.2	-0.4	5	2	-0.3	-1.3	2	2	4	1.0	-1.9
O=C(NCCS(=O)(=O)N1CCN(c2ccc(F)cc2)CC1)C1CC(=O)N(c2ccccc2)C1 (centres undefined)	1.0	0.1	2	-1	0.6	-0.9	4	6	8	-1.9	0.3
C=CCOc1ccc(/C=C/C(C)=N\O)cc1	2.4	3.9*	2	-1	2.8	-0.5	-2	-1	-9	6.0	8.8
O=C(NCCc1ccc(Cl)cc1)C1CCCN(c2ncnc3c2nc2n3CCCCC2)C1 (centres undefined)	0.1	-0.4	1	-5	0.2	-1.3	0	2	-3	0.0	0.3
O=C(CSCc1c(Cl)cccc1Cl)NCc1cccnc1	0.4	0.8	3	4	-1.8	-1.2	0	-1	3	1.9	1.7
Cc1nc2cc3c(=O)n(C)cnc3cc2n1Cc1ccccc1	0.3	-0.9	-10	-1	-0.9	-0.9	-5	6	12	3.7	0.5
Cc1ccc(NC2=CC(=O)C(=O)c3ccccc32)cc1	-0.4	-0.7	-15	-10	5.4	0.4	-3	6	8	3.2	6.0
COc1ccc(NC(=O)COC(=O)c2ccncc2)c(OC)c1	-1.3	-0.5	5	2	2.0	-0.9	0	-1	-4	0.3	-1.1
COc1ccccc1CNS(=O)(=O)c1c(C)cc(C)cc1C	1.9	0.5	3	3	-1.7	-1.6	1	2	-10	1.2	-0.9
O=S(=O)(O)c1nnc2sc3ccccc3n12	-0.8	0.8	7	-4	2.1	-0.8	-4	-5	-3	2.0	2.5
Clc1ccc(CN(Cc2ccc(Cl)cc2)c2nn[nH]n2)cc1	1.0	-0.2	4	-4	-0.1	-1.2	-4	-1	-46	3.0	1.0
COc1ccc(C(=O)Nc2nc3ccccc3[nH]2)cc1S(=O)(=O)N1CCOCC1	-0.4	-0.4	-1	-15	-0.8	-1.3	1	-8	3	1.0	-0.4
Cc1cc(C(=O)Nc2ccccc2C#N)n(-c2ccccc2)n1	3.1	-0.6	-5	4	0.3	-1.0	1	2	-3	1.9	0.5
Cc1nc2ccccc2n1Cc1n[nH]c(=S)n1-c1ccc(Cl)cc1	-1.5	-0.2	9	5	0.3	-1.8	-2	4	17	0.8	-0.9
COc1ccc(CCNC(=O)CSc2nc3scc(-c4ccccc4)c3c(=O)[nH]2)cc1	0.2	-1.4	4	-6	-1.0	-1.6	-1	-2	-17	-2.5	-1.4
Cc1ccc(C)c(-n2sc3ccc(F)cc3c2=O)c1	-0.9	-1.0	1	1	-2.1	-0.9	-5	0	5	-4.2	-0.9
COc1ccc(N2CC(C(=O)NCCC3=CCCCC3)CC2=O)c(OC)c1 (centres undefined)	0.1	-0.2	-3	-5	-0.8	-1.3	-2	-1	-5	-2.0	-0.9
O=C(C1CCCN(c2ncnc3c2nc2n3CCCCC2)C1)N1CCN(c2ccccc2)CC1 (centres undefined)	-0.8	-0.8	-4	-2	-1.9	-0.9	6	4	3	-0.3	-4.8
CCCc1cc(C(=O)Nc2ccc(F)c(Cl)c2)no1	0.1	0.5	2	-7	2.1	-0.8	-2	0	-5	4.3	4.0
CCOc1cccc(-c2cc(-c3n[nH]c(=S)n3CC)c3ccccc3n2)c1	-1.1	-0.4	-5	-57	-1.9	-1.3	1	-36	-10	4.5	1.4
CCNc1nc(N)c(C(=O)c2ccc(Cl)s2)s1	0.3	1.7	9	-1	1.0	-1.0	1	-2	0	4.4	5.2
Nc1ccc(Oc2ccc(Br)cc2)cc1	0.5	-0.8	9	0	-0.2	-0.8	3	-1	4	-0.2	-2.0
CN(c1cc2c(c3c1ccn3C)C1CCC2O1)C1CCCCC1 (centres undefined)	.	-0.5	-2	-13	-0.1	-0.5	-4	-10	6	.	-2.4
c1ccc(Sc2ncccn2)nc1	0.3	-0.5	-2	-6	1.2	0.3	-5	1	3	-0.9	0.0
COc1cccc(CNC(=O)CN2CCCc3ccccc32)c1	.	-0.3	-9	-1	1.9	-0.3	-3	-1	6	.	1.2
COc1ccc(CCNc2ccc([N+](=O)[O-])cn2)cc1	-1.0	-0.6	-2	3	-2.1	-2.0	-1	3	-4	0.3	-0.6
Cn1c(=O)n(C)c2cc(/C=N/NC(=O)c3ccc(Cl)cc3)ccc21	4.6*	-0.5	-5	-33	0.5	-1.2	-6	-20	-1	0.4	0.8

Assay outcomes as filed in PubChem.
